Pf growth 96h: P. falciparum growth inhibition at 96 hour, primary screen for plastid delayed-death inhibitors. P. falciparum luciferase reporter growth, 96 h. Potency, µM (doses to about 28.7 µM), inactives show at the highest dose activity change, negative = inhibition, usual class: inhibitors. 320,000 compounds, 6.9% hits. AID 504834; further: potency means the concentration at half of the fitted maximal effect; on the % scale 0 is the no-effect control and ±100 the full control effect
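Luminescence readout: decreased luciferase signal marks inhibited growth of reporter-expressing P. falciparum in infected red cells (2% hematocrit, 0.05% parasitemia final), exposed to compound two generations (96 h, 37 C, 5% CO2).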
Cycloheximide cs: counter-screen for Shiga toxin inhibitors: cycloheximide protein synthesis inhibition | cell reporter, cycloheximide protein synthesis inhibition counterscreen | max response, % | 300,000 compounds, 12% hits | AID 2314; in the data active means max response mostly above about 13%, no sharp cut-off; inactive means mostly below about 14%; further: read at 38.3 µM for the half of the compounds with a filed dose; 0% is about no effect
Pf growth 48h: P. falciparum growth inhibition at 48 hours (one generation) | P. falciparum luciferase growth in erythrocytes, 48 h | Potency, µM (series often up to 28.7 µM), inactives show at the top dose activity change, negative = inhibition, most hits filed as inhibitors | 310,000 compounds, 5.9% hits | AID 504832; further: potency means the concentration at half of the fitted maximal effect; on the % scale 0 is the no-effect control and ±100 the full control effect
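Erythrocytes infected with P. falciparum carrying an integrated firefly luciferase reporter (2% hematocrit, 0.1% parasitemia final) were exposed to compounds in RPMI 1640 with 0.5% Albumax at 37 C, 5% CO2. Growth inhibition was scored as reduced luminescence.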
HCV inh: HCV inhibition | Huh7.5.1 HCVcc-Cre infection, luciferase reporter, 44 h | AID 651820 | Potency, µM (series often up to 41.8 µM), for the others: at the highest dose activity change, negative = inhibition, usual class: inhibitors | 340,000 compounds, 3.4% hits; further: potency means the concentration at half of the fitted maximal effect; on the % scale 0 is the no-effect control and ±100 the full control effect
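Cells (1,000/well) were plated 4 h before compound, then infected with HCVcc-Cre virus (~0.5 moi). After 44 h further culture, infection was read as luciferase luminescence following a 15 min substrate incubation at room temperature.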
FBPA Giardia inh: inhibitors of Giardia lamblia fructose-1,6-bisphosphate aldolase. A8B2U2. purified Giardia FBPA. Potency, µM (series often up to 59.6 µM), for inactives: at the highest dose activity, negative = inhibition, most hits filed as inhibitors. 290,000 compounds, 0.71% hits; further: potency means the concentration at half of the fitted maximal effect; on the % scale 0 is the no-effect control and ±100 the full control effect; nearly all actives have a fitted effect of over 55% in size
Target sequence (A8B2U2 whole entry, looked up): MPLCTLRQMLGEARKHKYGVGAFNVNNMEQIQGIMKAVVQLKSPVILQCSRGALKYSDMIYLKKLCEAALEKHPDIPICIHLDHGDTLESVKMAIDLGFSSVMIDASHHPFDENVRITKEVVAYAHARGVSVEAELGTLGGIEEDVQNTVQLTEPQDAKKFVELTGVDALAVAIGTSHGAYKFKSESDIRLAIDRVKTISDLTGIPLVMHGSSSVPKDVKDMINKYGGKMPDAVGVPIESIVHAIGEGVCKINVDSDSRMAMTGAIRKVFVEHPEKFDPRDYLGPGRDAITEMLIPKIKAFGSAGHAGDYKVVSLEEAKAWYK
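Giardia FBPA (40 nM reagent) was preincubated 10 min at RT with compound (up to 57.5 uM final), then substrate plus GAPDH/TPI/NAD/arsenate coupling system with diaphorase/resazurin was added; resorufin fluorescence (525/598 nm) was read after 20 min.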
Shiga inhibitor: inhibitors of Shiga toxin in Vero cells | 290,000 compounds, 9.2% hits | Vero cells, Shiga toxin protein synthesis inhibition reporter | inhibition, % at 38.7 µM; in the data active means inhibition mostly above about 28%, no sharp cut-off; inactive means mostly below about 43%; further: 0% is about no effect
Starred values were filed as active, the others as inactive; i = inactive; ? = inconclusive; / = no result given; & = joins results of further samples; [ ] = remark or other dose. Unless noted, the call rests on the fitted dose curve; in most records, active means well fitted curve in the direction sought with a large enough effect; inconclusive means small, poorly fitted or top-dose-only effect, or another doubt; inactive means no such curve, though single readings can be large; an effect the other way counts as inactive or inconclusive.

| SMILES | Pf growth 96h | Cycloheximide cs | Pf growth 48h | HCV inh | FBPA Giardia inh | Shiga inhibitor |
| --- | --- | --- | --- | --- | --- | --- |
| Cc1cc(NC(=O)CCN2C(=O)/C(=C\c3ccccc3Cl)SC2=S)no1 | 0.0329µM* | 13.8 | 21.6% | -12.0% | 2.5% | -7.3 |
| Cc1ccc(-c2nn(-c3ccccc3)cc2C(=O)O)o1 | 53.2%[activator] | 0.3 | 28.5% | / | -13.9% | 7.2 |
| CCOC(=O)c1cn(-c2ccccc2)nc1-c1ccncc1 | 1.4% | -2.4 | ? | 10µM* | -1.1% | -10.9 |
| CCOC(=O)c1[nH]c2cc3c(cc2c1CCCN1C(=O)c2ccccc2C1=O)OCCO3 | 6.6% | -5.4 | 4.7% | -4.2% | -7.2% | -8.1 |
| O=C(CCC(=O)Nc1ccccc1)N/N=C/c1ccco1 | -6.2% | 6.0 | 11.8% | 4.0% | -5.3% | -4.7 |
| NC(=O)c1ccc(SCC(=O)OCC(=O)NCc2ccco2)c([N+](=O)[O-])c1 | 25.1% | / | 45.8%[activator] | 24.4% | / | / |
| O=C(N/N=C1\CC(c2ccccc2)Oc2ccccc21)c1cccnc1 (stereo unspecified) | 19.1% | 6.3 | ? | -28.8% | 11.7% | 7.1 |
| COC(=O)C1=C(C)NC(c2c(O)ccc3ccccc23)C(C(=O)OC)=C1C (stereo unspecified) | ? | -1.4 | ? | 6.8% | -0.6% | 52.0 |
| c1ccc2c(c1)CC1(CCCC1)n1nnnc1-2 | / | -9.4 | -15.3% | -6.0% | -8.1% | -24.6 |
| O=C(c1ccc(-c2ccccc2)cc1)N1CCN(c2ccccn2)CC1 | 66.2%[activator] | -2.7 | -4.8% | 2.4% | 8.2% | -3.1 |
| COc1ccc2c(=O)c(-c3ccccc3C)c(C)oc2c1 | ? | -2.3 | -17.9% | 16.8% | -12.2% | -2.7 |
| COc1ccc(Cn2ccnc2SCC(=O)Nc2ccccc2F)cc1 | ? | 17.6 | 5.5% | -20.0% | / | 11.6 |
| COC(=O)c1ccc(NC2CC(=O)N(c3ccccc3C)C2=O)cc1 (stereo unspecified) | / | -2.1 | 2.0% | -5.0% | 4.2% | -21.1 |
| Cn1c(=O)[nH]c(=O)c2c1nc1n2CCS1 | 6.2% | -3.4 | -1.7% | -8.3% | 1.2% | -4.6 |
| CSCCC(NS(=O)(=O)c1ccc(Cl)cc1)C(=O)OCc1cccc(Cl)c1 (stereo unspecified) | 35.7%[activator] | -2.5 | 13.1% | -2.8% | -11.3% | 2.0 |
| Cc1ccc(-c2n[nH]c(=S)n2/N=C/C=C/c2ccccc2[N+](=O)[O-])cc1 | / | 0.8 | -10.0% | 17.6% | 24.2% | -4.3 |
| CCN(CC)CCn1c2c(c(SCC(=O)Nc3ccc(C(C)C)cc3)nc1=O)CCC2 | 4.15µM* | / | ? | ? | / | / |
| COc1cc([N+](=O)[O-])cc(/C=N/NC(=O)C(C)Nc2cccc(C)c2)c1O (stereo unspecified) | -11.2% | -1.9 | 19.9% | -0.3% | 13.2% | -7.4 |
| O=Cc1cc(CCC(=O)O)ccc1O | ? | 3.5 | -29.0% | 14.9% | -7.8% | 6.5 |
| CCCNC(=O)N1CCN(C(=O)NCCC)CC1 | / | -1.0 | 8.6% | -0.8% | 5.4% | -25.9 |
| CCOCCCNC(=O)c1c(C)c(C(=O)OCC)n(C)c1C | ? | -1.2 | -25.4% | 8.7% | -1.2% | -2.5 |
| COc1cccc(NC2=NCCCCC2)c1 | -2.0% | -2.2 | -2.1% | -0.7% | -1.9% | -4.6 |
| Cc1n[nH]c(C)c1S(=O)(=O)N1CCCC(C(=O)Nc2ccc(Br)cc2)C1 (stereo unspecified) | -16.5% | -4.4 | 3.8% | 1.9% | / | 3.9 |
| O=C(O)C1Cc2[nH]cnc2C(c2ccccc2O)N1 (stereo unspecified) | 62.7% | -6.9 | 13.0% | 9.4% | ? | -7.5 |
| COc1ccc(NC(=O)NC2(C(=O)N3CCCCC3)CCCCC2)cc1 | 5.3% | 1.6 | -10.2% | 12.6% | 5.3% | -4.5 |
| CN(CC(=O)Nc1ccccc1Cl)C(=O)C1CCN(C(=O)c2ccc(Cl)cc2)CC1 | -11.3% | -2.4 | -27.5% | -3.0% | / | -26.5 |
| COC(=O)c1cc(S(=O)(=O)N2CCN(Cc3ccccc3)CC2)cn1C | 33.7%[activator] | -4.1 | -1.2% | -2.3% | 8.9% | 21.1 |
| CC(C)OCCCNC(=O)CN1C(=O)/C(=C/c2ccccc2F)Oc2ccccc21 | -20.8% | -1.2 | / | -25.5% | 8.6% | -4.4 |
| Cn1c(CCCCCN)nc2ccccc21 | 10.4µM* | -4.5 | ? | 0.4% | -4.7% | -8.1 |
| Cc1ccc(CN(C(=O)c2ccco2)C(C(=O)NC2CCCC2)c2cccnc2)cc1 (stereo unspecified) | 34.1%[activator] | -2.8 | ? | -5.9% | 1.1% | -12.0 |
| CC(=O)Nc1ccc(C(=O)NNC(=O)c2ccc(Cl)cc2)cc1 | 7.0% | -1.6 | 49.0%[activator] | 1.6% | 18.5% | 7.7 |
| COc1cccc(CN(C(=O)/C=C/c2ccc(Cl)cc2)C2CCS(=O)(=O)C2)c1 (stereo unspecified) | i | -5.4 | ? | -15.8% | -4.3% | -6.9 |
| COc1ccc([C@H]2CC(=O)C=C(c3ccc(OC(F)(F)F)cc3)C2)cc1 | 3.3% | / | -1.1% | -9.9% | / | / |
| CN(CCC#N)C(=O)COC(=O)C1c2ccccc2Oc2ccccc21 | 20.9% | -4.0 | -6.4% | 3.4% | 4.8% | -4.1 |
| O=C(CN1C(=O)c2ccccc2S1(=O)=O)Nc1ccc(S(=O)(=O)N2CCCCCC2)cc1 | 13.6% | -3.7 | -0.9% | 4.5%&-3.7% | 5.3% | -11.8 |
| CCN(C(=O)CSc1nnc(-c2ccc(Cl)cc2)n1C)C1CCS(=O)(=O)C1 (stereo unspecified) | -1.8% | -3.4 | 5.9% | 13.8% | 1.2% | -6.3 |
| O=C1C(=O)N(CCCn2ccnc2)C(c2cccc(Br)c2)/C1=C(\O)c1ccc2c(c1)OCCO2 (stereo unspecified) | ? | 1.4 | 12.4% | 10.7% | -12.3% | -1.7 |
| CC1CCN(c2ccc([N+](=O)[O-])cc2C(N)=O)CC1 | ? | -1.0 | -9.7% | -11.0% | -0.2% | -5.3 |
| CCOC(=O)NC1(Nc2ccc(Cl)cn2)Oc2ccccc2O1 | ? | 8.1* | 26.5% | / | ? | 34.3 |
| CC(C)OP(=O)(OC(C)C)C(NC(=O)c1ccc(Br)cc1)c1ccccc1 (stereo unspecified) | ? | 2.1 | ? | -15.6% | 2.1% | -33.8 |
| CC1CCCCC1NC(=O)CSc1nnc(CN2CCOCC2)n1C (stereo unspecified) | 0.2% | -2.1 | 1.6% | 8.6% | -4.2% | -6.6 |
| O=C(NN1C(=O)/C(=C/c2ccc(O)cc2)SC1=S)c1cccc(O)c1 | ? | -0.5 | 12.4% | -16.4% | -22.0% | 32.2 |
| COc1ccccc1NC(=O)CCC(=O)Nc1cc(OC)c(NC(=O)c2cccs2)cc1OC | 13.1% | 3.1 | -23.0% | -27.8% | 7.6% | -18.8 |
| Cn1cccc1C1C(C#N)=C(N)OC2=C1C(=O)CCC2 (stereo unspecified) | -18.8% | 7.7 | 25.2% | -4.6% | ? | -2.0 |
| Cc1cccc2cc(CN(Cc3ccc(F)cc3)C(=O)N3CCOCC3)c(=O)[nH]c12 | -2.3% | 0.6 | -14.1% | 7.1% | 0.0% | 8.6 |
| CC(C)CN(C(=O)c1ccc(S(=O)(=O)N2CCOCC2)cc1)C1CCS(=O)(=O)C1 (stereo unspecified) | 25.7% | / | 3.0% | 10.6% | / | / |
| CCc1cccc(CC)c1NC(=O)c1cccc(N)c1 | / | -3.1 | -1.7% | -17.3% | 2.9% | -25.0 |
| Clc1ccccc1CSC1=NCCN1 | 23.0% | 12.4 | 14.7µM* | -8.1% | -7.2% | 9.0 |
| COc1ccc([C@H]2CC(=O)C=C(c3c(C)cc(C)cc3C)C2)cc1 | 11.8% | / | ? | -1.6% | / | / |
| O=C(CSc1n[nH]c(-c2cccnc2)n1)Nc1ccccc1C(F)(F)F | 15.2% | -4.6 | 5.1% | -6.9% | ? | -12.9 |

(listing goes on)
| SMILES | Pf growth 96h | Cycloheximide cs | Pf growth 48h | HCV inh | FBPA Giardia inh | Shiga inhibitor |
| --- | --- | --- | --- | --- | --- | --- |
| Cc1c(/C=C/C(=O)c2ccc(O)cc2)cnn1C | 0.0% | 19.2* | 159.6%[activator] | ? | -25.9% | 48.7* |
| Cc1ccc(OCC(=O)NC(C)c2ccccc2)c([N+](=O)[O-])n1 (stereo unspecified) | 23.5% | -1.8 | 9.8% | 6.5% | 4.2% | -16.1 |
| O=C(NCc1ccncc1)C(F)(F)C(F)(F)C(=O)NCc1ccncc1 | -12.3% | -1.2 | 5.2% | 16.0% | 2.3% | -12.5 |
| O=C1NCCCC1C(=O)N/N=C/c1cccc(O)c1 (stereo unspecified) | 38.6%[activator] | -1.9 | 5.0% | 22.2% | 2.4% | 7.6 |
| COc1cc(C2c3c(oc4ccccc4c3=O)C(=O)N2Cc2cccnc2)cc(OC)c1OC (stereo unspecified) | ? | 0.3 | 20.0% | -7.7% | -6.3% | -14.3 |
| Cn1c(SCC(=O)NC2CCCC2)nc2cccnc21 | 0.1% | -3.2 | -11.1% | 16.2% | 3.2% | -13.1 |
| COC(=O)C1=C(C(=O)OC)[C@@H]2N(C)c3ccccc3[C@@]23C[C@@H](C(=O)OC)N(C(=O)c2cc(C)oc2C)C3=N1 | ? | -5.4 | ? | 17.1% | 2.3%[12.9 µM] | -4.5 |
